# Screening results: PubChem BioAssay, several laboratories
# Mtb RmlCD inh: M. tuberculosis RmlC/RmlD coupled enzyme inhibitors, primary screen, biochemical, compound mixtures, 384-well, from 1536-well plates. AID 1533, 2009. dTDP-4-dehydrorhamnose reductase (Mycobacterium tuberculosis (strain ATCC 25618 / H37Rv)) …. RmlC+RmlD coupled enzyme assay, percent inhibition; primary screen in compound mixtures. hit rate 0.03% among 160,000. inhibition, % at 3.6 µM; in the data active = inhibition mostly above about 34%, no sharp cut-off; note: some results filed as inactive read as strong as hits
# Target sequence (P9WH09 whole entry, looked up): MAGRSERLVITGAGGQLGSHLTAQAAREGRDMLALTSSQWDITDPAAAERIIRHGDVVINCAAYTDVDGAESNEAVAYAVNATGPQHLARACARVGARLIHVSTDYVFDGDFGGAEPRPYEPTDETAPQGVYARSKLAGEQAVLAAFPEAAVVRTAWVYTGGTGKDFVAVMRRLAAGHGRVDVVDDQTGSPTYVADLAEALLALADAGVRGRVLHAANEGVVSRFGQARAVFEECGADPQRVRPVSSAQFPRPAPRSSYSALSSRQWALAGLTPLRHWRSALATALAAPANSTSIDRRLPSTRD
# Target sequence (P9WH11 whole entry, looked up): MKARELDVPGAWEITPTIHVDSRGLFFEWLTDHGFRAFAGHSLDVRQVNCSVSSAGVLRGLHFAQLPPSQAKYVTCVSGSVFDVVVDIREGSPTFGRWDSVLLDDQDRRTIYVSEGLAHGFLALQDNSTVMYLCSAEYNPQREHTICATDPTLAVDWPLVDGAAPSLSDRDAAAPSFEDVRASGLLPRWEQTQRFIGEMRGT
# GlmU inhibition: inhibition of mycobacterial GlmU enzyme – biochemical, glucosamine-1-phosphate acetyltransferase (AID 1376); Bifunctional protein GlmU (Mycobacterium tuberculosis (strain ATCC 25618 / H37Rv)); M. tuberculosis GlmU acetyltransferase enzyme assay; higher % means a stronger effect; one-dose inhibition, %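 (tested at 30 µM in the primary screen)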; IC50 in µM for titrated hits; hit rate 0.25% among 220,000; in the data active = inhibition above about 13%;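 note: 0% = complete reaction with vehicle and 100% = reaction without substrate; strong numbers were not always called active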
# Numbers without * were called inactive; nt = no result given.
SMILES,Mtb RmlCD inh,GlmU inhibition
O=C(NCCc1ccc(Cl)cc1)C1CCN(S(=O)(=O)c2cccs2)CC1,nt,0.8%
Cc1cccc(OCCCC(=O)NCc2ccco2)c1,nt,6.1%
COc1nc(Nc2ccc(O)cc2)nc(OC(C(F)(F)F)C(F)(F)F)n1,nt,-0.5%
NNC(=O)CNS(=O)(=O)c1ccc([N+](=O)[O-])cc1,12.3,-2.3%
CC(C)NS(=O)(=O)c1ccc2c3c(cccc13)CC2,7.1,-2.8%
Cc1cc(N2CCC(N(C)C3CCCC3)CC2)nc2cc(O)ccc12,5.3,-6.7%
COc1ccc2nc(C)cc(SCC(=O)OC(C)C)c2c1,-5.6,-3.1%
O=S(=O)(Nc1ccc(N2CCCCC2)cc1)c1ccccc1,3.6,9.3%
Cc1cc(S(=O)(=O)NC(C)C)ccc1OCC(=O)Nc1ccc2c(c1)OCCO2,-0.4,7.4%
Cn1c2ccccc2n2c(=O)c(=O)n(CC(=O)N3CCCc4ccccc43)nc12,9.5,2.8%
CCCCC(=O)N/N=C/c1c(O)n(-c2ccccc2)c(=O)[nH]c1=O,-10.5,4.1%
CCOC(=O)N1CCC(N(CCN(C)C)C(=S)Nc2cc(C)ccc2C)CC1,nt,-3.4%
O=C(NC(N1CCOCC1)C(Cl)(Cl)Cl)c1cc([N+](=O)[O-])cc([N+](=O)[O-])c1 (stereo not drawn),7.8,4.8%
Cc1nc2ccccc2n1CC(=O)NN,-12.0,2.3%
CCCN(C(=O)c1ccco1)c1nnc(-c2ccccc2C)s1,7.7,-3.0%
COc1ccc(/C=C2\CCc3ccccc3C2=O)cc1CN1CCOCC1,-4.1,1.1%
CCCc1c(O)nc(SCC(=O)O)[nH]c1=O,nt,0.5%
O=C(NCC1CCCO1)C1CCN(S(=O)(=O)c2ccccc2)CC1 (stereo not drawn),nt,-0.2%
CC(=O)Cn1cnc2sc(-c3ccccc3)cc2c1=O,101.1,-0.8%
COc1ccc(NC(=O)c2ccc(S(=O)(=O)N3CCOCC3)o2)cc1,-17.9,-0.2%
COC/C=C/C1=CC2=CC(=O)C(C)(OC(=O)c3cnc4ccccc4n3)C(=O)C2=CN1CCc1c[nH]c2ccccc12 (stereo not drawn),nt,-0.2%
N/C(=N\OC(=O)Cc1ccc(Cl)cc1)c1cccnc1,2.0,0.4%
CC(=O)Oc1ccc2occ(/C=N/c3cc(=O)[nH]c(=S)[nH]3)c(=O)c2c1,nt,18.8%
O=C(COc1ccc2ccccc2c1)NNC(=O)c1cccs1,6.4,-3.0%
CC1(C)CC(=O)C=C(NC2=CC3OC(c4ccccc4)OCC3OC2=O)C1 (stereo not drawn),6.5,6.0%
COC(=O)c1cn(NC(=O)c2ccc(F)cc2)c(=O)c2ccccc12,nt,7.5%
COc1ccc(/C=C/c2nnc(NC(=O)COc3ccc(C)cc3)s2)cc1,9.6,1.4%
CC(Cc1ccccc1)NC(=O)CSc1nc2nc3c(cc2c(=O)n1-c1ccccc1)COC(C)(C)C3 (stereo not drawn),nt,1.6%
CCOC(=O)c1nnn(-c2ccc(OC)cc2)c1N,nt,-3.7%
O=C(NCCC1=CCCCC1)c1ccc(Cl)c([N+](=O)[O-])c1,-14.7,-5.0%
c1coc(Cn2c(SCc3nc4ccccc4[nH]3)nnc2-c2cnccn2)c1,nt,1.1%
CCCN1CCC(NC(=O)CCc2nnc(-c3ccccc3)o2)CC1,7.1,-1.5%
CCN(CC)C(=O)CSc1nc(O)cc(=O)n1CC,nt,3.7%
COc1cc(SC)ccc1C(=O)Nc1nccs1,11.4,5.5%
OCCC1CN(Cc2cccc3c2OCO3)CCN1C1CCCC1 (stereo not drawn),-7.8,7.8%
O=C(NN=C1CCN(Cc2ccccc2)CC1)c1ccccc1O,nt,-2.9%
CCOC(=O)C1CCN(/C=C2/C(=O)NC(=O)N(c3cccc(C)c3C)C2=O)CC1,5.6,0.7%
O=C(Nc1ccc2c(c1)OCCO2)C(=S)NCc1ccccc1,1.6,-2.5%
Cc1ccc2oc3nc(C)c(C(=O)O)cc3c(=O)c2c1,-2.7,-1.1%
Cc1nc2ccc(Cl)cc2c(-c2ccccc2)c1C(=O)O,18.4,-4.7%

# Exported with two lines to a compound: entries from further up.
# Below each SMILES: Mtb RmlCD inh	GlmU inhibition
- CC(=O)Oc1ccc2occ(/C=N/c3cc(=O)[nH]c(=S)[nH]3)c(=O)c2c1
 : nt	18.8%
- O=C(COc1ccc2ccccc2c1)NNC(=O)c1cccs1
 : 6.4	-3.0%
- O=C(NCCC1=CCCCC1)c1ccc(Cl)c([N+](=O)[O-])c1
 : -14.7	-5.0%

# Next section.
SMILES,Mtb RmlCD inh,GlmU inhibition
O=C(c1cc(Cl)ccc1[N+](=O)[O-])n1cnc2ccccc21,-13.8,2.2%
CCN(CC)CCOc1cccc(C(C)C)c1,3.8,0.1%
O=c1c2c3c(sc2n(CCN2CCCC2)c(=O)n1Cc1ccco1)CCCCC3,26.2,-9.1%
C=CCNC(=O)O/N=C/c1csc([N+](=O)[O-])c1,-9.2,1.1%
CCC(C)NC(=O)CN(c1cc(Cl)ccc1OC)S(C)(=O)=O (stereo not drawn),nt,0.9%
Cn1c(SCC(=O)NCc2ccccc2)nc2c([nH]c3ccccc32)c1=O,-5.4,6.6%
OCCC1CN(Cc2cccn2-c2ncccn2)CCN1Cc1ccccc1 (stereo not drawn),nt,-3.2%
CCOC(=O)C1=C(C)N=C2SC(C)C(=O)N2C1c1ccc(C(=O)OC)cc1 (stereo not drawn),13.7,-0.3%
CCOC(=O)c1c(NC(=O)CSc2nc3cc(Cl)ccc3s2)sc(C(C)=O)c1C,-8.9,1.5%
Cc1onc(-c2ccccc2Cl)c1C(=O)NCCN1CCOCC1,1.4,0.2%
Cc1scc(C(=O)NCc2ccco2)c1-c1ccccc1,-5.0,0.9%
COCC(C)NC(=O)Cc1ccc(Cl)cc1 (stereo not drawn),nt,-6.7%
COc1ccc(NC(=O)N(CCC(C)C)C(C)c2ccccn2)c(OC)c1 (stereo not drawn),4.5,0.0%
Cc1nc([N+](=O)[O-])cn1CCC#N,0.7,-2.1%
CC1CC(C)CN(c2cc(N(C)CCO)c([N+](=O)[O-])c3nonc23)C1 (stereo not drawn),11.9,-2.7%
CCSc1sccc1C1C(C#N)=C(N)N(c2cccnc2)C2=C1C(=O)CC(C)(C)C2 (stereo not drawn),10.9,2.5%
Nc1nc(CSc2ccccn2)nc(Nc2ccccc2)n1,nt,4.0%
Clc1ccc(CNc2ccc(CNc3ncn[nH]3)cc2)c(Cl)c1,-1.0,2.9%
O=C(c1ccccc1)c1ccccc1N1C(=O)C=CC1=O,-3.9,4.9%
COc1cccc(C(=O)NC2CCN(CC(=O)Nc3nccs3)CC2)c1,-8.6,-3.1%
CC(Cl)C(=O)Nc1cc(C(C)(C)C)nn1-c1ccccc1 (stereo not drawn),nt,-2.1%
c1cnc(-c2noc(CN3CCN(C4CCCC4)CC3)n2)cn1,-6.1,1.8%
COc1ccc(/C=C2/SC(c3ccc(C)cc3)=NC2=O)cc1OC,-7.0,0.3%
CCOc1cc(C2C3=C(CCCC3=O)OC3=C2C(=O)CCC3)cc([N+](=O)[O-])c1O,-13.5,8.7%
CC(=O)N(CC(=O)Nc1nn(-c2ccccc2)nc1C(N)=O)Cc1ccccc1,4.2,1.6%
O=C1CN(C(=O)c2ccc(Br)o2)C(c2ccccc2)c2cc(F)ccc2N1 (stereo not drawn),15.1,1.0%
COc1ccc(Cl)cc1C(=O)NNC(=O)c1nc2nc(C)cc(C)n2n1,-17.9,-7.6%
COc1ccc(NC(=O)Nc2ccc(N(C)C)cc2)cc1,-9.8,-5.9%
O=C(O)C1CCC(=O)N1C1CCCC1 (stereo not drawn),nt,-2.6%
CCCOP(=O)(c1ccc(N(C)C)cc1)C(O)c1cccnc1 (stereo not drawn),30.1,1.6%
Cc1onc(-c2c(F)cccc2Cl)c1C(=O)N1CCN(c2ncc(Br)cn2)CC1,4.7,0.4%
CCOC(=O)Cc1c(C)nc2c(-c3ccc(Cl)cc3)c[nH]n2c1=O,nt,7.7%
Cc1ccc(N(CCC(=O)Nc2nnc(C3CC3)s2)S(=O)(=O)c2ccccc2)cc1,10.7,0.0%
O=C(CC1C(=O)NCCN1CC1CCCCC1)NCc1ccc(Cl)cc1 (stereo not drawn),-10.1,-9.8%
CC(C)CC(=O)N1CCN(S(=O)(=O)c2ccccc2)CC1,-5.0,8.9%
COc1ccc(-c2ncncc2-c2ccc(Cl)cc2)c(O)c1,-16.4,2.8%
Cc1ccc(NC(=O)Cc2nnc(SCC(=O)Nc3ccccc3)n2C)cc1,-3.5,1.6%
CSc1nc(N)c(C#N)c(-c2ccccc2Cl)c1C#N,38.9,0.6%
COc1ccc(OC)c(NC(=O)CSc2ncccn2)c1,1.5,3.5%
NC(=O)NC(=O)CC1S/C(=N/N=C/c2ccccc2)NC1=O (stereo not drawn),-14.4,-0.2%
Cc1ccc2oc3c(c(=O)c2c1)C(c1cccs1)N(CCCN(C)C)C3=O (stereo not drawn),nt,-0.8%
Cc1ccc(NC(=S)N=Nc2c(O)n(C)c3ccc(S(=O)(=O)N4CCOCC4)cc23)cc1C,nt,5.0%
CCN=C1SC(CC(=O)Nc2sc3c(c2C#N)CCCC3)C(=O)N1CC (stereo not drawn),4.2,-0.7%
COCCOC(=O)C1=C(C)Nc2ncnn2C1c1ccc(F)cc1 (stereo not drawn),-7.8,3.2%
Cc1ccccc1NC1=C(Cl)C(=O)OC1OC(=O)c1ccco1 (stereo not drawn),nt,0.1%
CC1SC(c2ccccc2Cl)NC1=O (stereo not drawn),-5.5,1.4%
C/C(=N\N=C1\NC(=O)CS1)c1cccs1,-9.1,1.6%
FC(F)Oc1ccc(-c2csc(=Nc3cccnc3)n2CC2CCCO2)cc1 (stereo not drawn),-9.0,1.7%
O=C(Nc1nccs1)c1cn2ccccc2n1,-3.5,-0.3%
Cc1nc2ccccc2n1C(=O)c1ccccc1[N+](=O)[O-],-3.3,1.4%
# Following part.
SMILES,Mtb RmlCD inh,GlmU inhibition
Cc1oc(-c2ccccc2Cl)nc1Cn1cccc1C1=NC(c2ccccc2)CO1 (stereo not drawn),16.7,1.6%
COC(=O)CC(=O)N1CCN(c2ccc(Cl)c(Cl)c2)CC1,nt,-1.5%
CCCNC(=O)c1ccc(OC)cc1OC,5.9,7.3%
Cn1cc(C(=O)NCN2CCCCC2)c2ccccc21,-2.4,nt
CCOC(=O)c1cn(Cc2cccc(Cl)c2)nn1,nt,5.2%
CCOC(=O)N/N=C/C(Cl)=C/c1ccccc1,-9.3,3.1%
CCC(C)c1ccc(NC(=O)c2cnn3c(C(F)F)cc(C)nc23)cc1 (stereo not drawn),nt,-5.0%
CNC(=O)c1sc(-c2cccs2)nc1C,-6.7,-2.8%
O=C(CC(c1ccccc1)c1ccccc1)N1CCN(c2ccccn2)CC1,nt,7.3%
FC(F)(F)c1cccc(NC(=S)NCC(c2cccnc2)N2CCOCC2)c1 (stereo not drawn),-4.3,2.7%
O=C(NCCCN1CCCC1=O)c1cc2c(s1)CCCCC2,nt,-7.4%
O=C(NC(=S)Nc1ccc(Cc2ccncc2)cc1)c1ccccc1Cl,-7.2,-2.5%
CCCCn1c(NC(=S)Nc2ccccc2)nc2ccccc21,-9.4,-1.1%
CS(=O)(=O)c1ccc(C(=O)N2CCN(Cc3ccccc3)CC2)cc1,-1.1,-1.5%
COC(=O)C1=C(N)Oc2cc(C)n(CC3CCCO3)c(=O)c2C1c1ccccc1 (stereo not drawn),12.4,0.3%
O=C(N/N=C/c1cccc([N+](=O)[O-])c1)c1cccc2cc[nH]c12,nt,-1.8%
CCOC(=O)c1ccc(N2C(=O)CC(C3CCCO3)C2=O)cc1 (stereo not drawn),nt,-3.8%
CCOC(=O)CC1C(=O)NCCN1S(=O)(=O)c1ccc(C)cc1 (stereo not drawn),nt,0.0%
Nc1c(S(=O)(=O)c2cccc(Cl)c2)c2nc3ccccc3nc2n1CCN1CCOCC1,-7.7,-0.5%
CCCCCCCC(=O)N/N=C(/C)c1c(O)cc(C)oc1=O,nt,0.5%
CCOc1ccc(CC(=O)Nc2cc(=O)n(C)c(=O)n2C)cc1,-4.6,-0.2%
C=CCn1c(SCC(=O)Nc2cccc3ccccc23)nc(O)c(CC)c1=O,-6.7,4.6%
O=C1c2ccccc2C(=O)N1Cc1nc(-c2ccncc2)no1,-6.1,5.3%
CC(C)CCNC(=O)NC(=O)COC(=O)/C=C/c1cnc2ccccc2n1,8.3,nt
CCc1nnc(NC(=O)c2cccc(S(=O)(=O)N(C)c3ccc(OC)cc3)c2)s1,47.5,-4.5%
CCN(CC)C(=O)C1CCCN(c2ccc([N+](=O)[O-])cc2/C=N/NC(=O)c2cccc(O)c2)C1 (stereo not drawn),nt,6.3%
O=C(NCc1ccccc1)C12CC3CC(CC(Cl)(C3)C1)C2,-1.2,-1.1%
c1ccc(N2CCN(c3nc(-c4cccs4)nc4ccccc34)CC2)cc1,1.8,-4.1%

# Of the compounds above, these contain fluorine:
SMILES,Mtb RmlCD inh,GlmU inhibition
COc1nc(Nc2ccc(O)cc2)nc(OC(C(F)(F)F)C(F)(F)F)n1,nt,-0.5%
COC(=O)c1cn(NC(=O)c2ccc(F)cc2)c(=O)c2ccccc12,nt,7.5%
O=C1CN(C(=O)c2ccc(Br)o2)C(c2ccccc2)c2cc(F)ccc2N1 (stereo not drawn),15.1,1.0%
Cc1onc(-c2c(F)cccc2Cl)c1C(=O)N1CCN(c2ncc(Br)cn2)CC1,4.7,0.4%
COCCOC(=O)C1=C(C)Nc2ncnn2C1c1ccc(F)cc1 (stereo not drawn),-7.8,3.2%
FC(F)Oc1ccc(-c2csc(=Nc3cccnc3)n2CC2CCCO2)cc1 (stereo not drawn),-9.0,1.7%
CCC(C)c1ccc(NC(=O)c2cnn3c(C(F)F)cc(C)nc23)cc1 (stereo not drawn),nt,-5.0%
FC(F)(F)c1cccc(NC(=S)NCC(c2cccnc2)N2CCOCC2)c1 (stereo not drawn),-4.3,2.7%

# These rows are one share of the data, so the mix of outcomes need not match the whole.
